M1 agonist: M1 muscarinic receptor agonism. CHO-M1 cells, Fluo-4 calcium fluorescence, agonist mode; hits give high values. B-score at 10 µM. 64,000 compounds, 3% hits;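 active = fluorescence rise, raw or as B-score row- and column-corrected plate score, outside the 99.7% band of its plate's samples, either direction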
M1 antag: M1 muscarinic receptor (rat) antagonism. P08482. CHO-M1 cells, Fluo-4 calcium, ACh EC80 antagonist mode; hits give low values. B-score at 10 µM. 64,000 compounds, 3.4% hits. AID 628;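 active = calcium fluorescence response, raw or row-and-column corrected B-score, differing from the plate sample mean either way at a set confidence level, mostly lower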
SF-1 act: SF-1 (human) activation; Q13285; CHO-K1 Gal4-SF-1 LBD luciferase reporter; % increase over DMSO SF-1-specific signal; activation, % at 10 µM; 65,000 compounds, 1.9% hits; AID 522;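 active = activation above the mean activation of all tested compounds plus 3 SD, cut at about 50% in these data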
Target sequence (Q13285 whole entry, looked up, the tested form may be a part): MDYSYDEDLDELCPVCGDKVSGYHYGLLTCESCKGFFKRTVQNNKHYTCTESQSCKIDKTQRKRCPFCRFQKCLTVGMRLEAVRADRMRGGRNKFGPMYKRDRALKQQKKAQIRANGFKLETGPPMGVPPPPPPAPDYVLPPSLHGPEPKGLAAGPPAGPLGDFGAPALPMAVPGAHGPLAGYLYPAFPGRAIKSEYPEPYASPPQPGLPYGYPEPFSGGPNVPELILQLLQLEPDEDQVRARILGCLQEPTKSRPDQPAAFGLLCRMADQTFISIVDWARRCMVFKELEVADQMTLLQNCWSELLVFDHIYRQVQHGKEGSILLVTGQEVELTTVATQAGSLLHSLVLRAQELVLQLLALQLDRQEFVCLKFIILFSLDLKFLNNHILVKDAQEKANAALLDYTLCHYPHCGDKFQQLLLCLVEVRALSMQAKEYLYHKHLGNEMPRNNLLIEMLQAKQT
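Assay system: CHO-K1 cells co-transfected with Gal4 DBD–human SF-1 LBD, 5xGal4 luciferase reporter / Input: 4,000 cells per well / Incubation: 20 h compound exposure at 37 °C after 1 h cell settling / Detection: SteadyLite luciferase luminescence / Control set: DMSO negative control and −SF1 background wells / Replication: one test per compound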
tolC growth inh: blocks growth of E. coli BW25113 tolC mutant; OD615; growth inhibition, % at 10 µM (by protocol); 65,000 compounds, 2.2% hits; AID 573;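 active = growth inhibition at or above a cutoff equal to the mean over every tested compound plus 3 SD, cut at about 60% in these data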;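 note: growth measured after 20 h incubation at 37 °C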
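Test system – E. coli BW25113 ΔtolC::kan, tolC deletion mutant strain · Detection – OD at 615 nm · Buffer or medium – LB with kanamycin 50 µg/mL · Times – 20 h compound exposure of bacteria at 37 °C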
Fluor 339 460: intrinsic fluorescence of library compounds, ex339/em460 – biochemical, MLSMR library, data from DPM-DC assay, artefact control, profiling panel. compound autofluorescence, ex339/em460 nm, NADH buffer; hits give high values; 1 = no-compound wells, NADH background. fluorescence fold increase at 10 µM. 65,000 compounds, 5.5% hits. AID 709;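 active = at 10 µM, mean starting fluorescence two-fold or more over control wells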;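 note: signal is the first read of a kinetic run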
TNAP act mid DEA: activates human TNAP at intermediate phosphate acceptor concentration; P05186; activation factor at 20 µM; 64,000 tested, under 10 active; purified TNAP, CDP-star luminescence, 100 mM DEA, 30 min; hits give high values; scale: 0 levamisole-inhibited, 1 vehicle-only enzyme; AID 813;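 active = activation factor of at least 2 at 20 µM, relative to controls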
Target sequence (P05186 whole entry, looked up): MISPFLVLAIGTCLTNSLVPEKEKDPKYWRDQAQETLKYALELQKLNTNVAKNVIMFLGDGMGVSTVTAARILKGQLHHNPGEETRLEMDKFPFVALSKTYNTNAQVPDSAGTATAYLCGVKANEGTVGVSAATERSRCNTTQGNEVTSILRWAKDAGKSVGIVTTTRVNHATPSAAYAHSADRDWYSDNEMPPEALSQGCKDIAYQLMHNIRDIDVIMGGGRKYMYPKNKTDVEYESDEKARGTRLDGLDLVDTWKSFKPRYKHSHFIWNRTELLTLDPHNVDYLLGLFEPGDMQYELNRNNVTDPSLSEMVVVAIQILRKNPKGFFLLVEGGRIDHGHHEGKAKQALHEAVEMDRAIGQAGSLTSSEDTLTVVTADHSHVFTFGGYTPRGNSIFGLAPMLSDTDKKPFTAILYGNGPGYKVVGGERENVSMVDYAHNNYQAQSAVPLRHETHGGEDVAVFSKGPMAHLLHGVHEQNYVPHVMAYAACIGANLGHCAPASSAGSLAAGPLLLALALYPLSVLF
E coli RNAP: Escherichia coli RNA polymerase inhibition; P0A8V2; E. coli RNA polymerase, fluorescence transcription assay; inhibition, %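 (tested at 10 µM)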; 62,000 compounds, 0.2% hits; in the data active = inhibition above about 20%;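 note: 0% = enzyme without compound and 100% = no enzyme blank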
NADH enzymes: inhibition of NAD/NADH coupling enzymes, library profiling | IC50, µM (doses to about 10 µM), for inactives: top-dose inhibition | 65,000 compounds, 0.02% hits | coupled PK/LDH NADH assays, four targets | AID 774;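 active = single-dose screening hits from any of four coupled enzyme assays that gave an IC50 when retested across doses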;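 note: the DPM-DC format reads NADH fluorescence rather than 340 nm absorbance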
RORA act: RORA (human) activation; P35398; CHO-K1 Gal4-RORA LBD luciferase reporter, luminescence; percent increase over mock-subtracted basal signal; activation, % at 10 µM; 65,000 compounds, 1.5% hits; AID 560;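 active = activation above the mean of all tested compounds plus 3 SD, cut at about 49% in these data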;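 note: 0% = DMSO-treated RORA cells and 100% = added signal equal to DMSO minus mock-transfected cells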
An asterisk follows results filed as active; nt = not tested or not shown; [ ] = remark or other dose. Hits appear at their usual frequency (roughly 15% active in at least one column).

SMILES | M1 agonist | M1 antag | SF-1 act | tolC growth inh | Fluor 339 460 | TNAP act mid DEA | E coli RNAP | NADH enzymes | RORA act
CCOc1ccc(C2N(c3ccc(Cl)cc3)C(=O)C3CCCN32)cc1OC (stereo not drawn) | 0.032 | -0.38 | 5 | 0 | 0.93 | 0.9 | 4 | 12% | -8
CCC(C)Cn1c(C)nc2ccccc21 (stereo not drawn) | -2 | -0.0053 | -9 | 3 | 1.1 | 0.8 | 6 | 11% | -8
COc1ccccc1NC(=O)Nc1ccc(Br)cn1 | 0.86 | 0.12 | 20 | -7 | 1.1 | 1 | 7 | 1% | 13
CCN1CCN(c2ncc(C(=O)Nc3cc(Cl)ccc3OC)c3ccccc23)CC1 | -0.075 | -21* | -2 | 0 | 1.2 | 0.9 | 0 | 7% | 17
CCc1ccc(N2CCCn3c2nc2c3c(=O)n(CCN3CCOCC3)c(=O)n2C)cc1 | 0.38 | -0.34 | 18 | -15 | 1.1 | 1 | 11 | 8% | -10
Cc1nc(Nc2nc3ccccc3o2)nc2c1CCC2 | 1.5 | -0.54 | -41 | 9 | 1.1 | 1.3 | 6 | 9% | -31
CCNc1nc(NC(C)C)nc(N(C#N)Cc2ccccc2)n1 | 0.85 | 0.21 | -4 | 67* | 1.1 | 0.9 | 1 | 6% | -19
CCOC(=O)N1CCC(NC(=O)C2CCN(c3nc(-c4ccc(OC)cc4)no3)CC2)CC1 | -1.9 | 0.058 | 5 | 2 | 1.6 | 1 | 1 | 15% | 4
Cc1cccc(NC(=O)C2CCCN(C(=O)NC3CCCCC3)C2)c1C (stereo not drawn) | 0.32 | 0.23 | -12 | -8 | 1 | 0.9 | 3 | 7% | 5
Cc1nc2sc(C(c3ccccc3)N3CCC(O)CC3)c(O)n2n1 (stereo not drawn) | -0.42 | 0.34 | 2 | -9 | 0.88 | 0.9 | 3 | 10% | 12
Cc1ccc(NC(=O)Cn2nc(C)cc2C)cc1 | -0.63 | 0.047 | 5 | -6 | 1.1 | 0.9 | 7 | 6% | -8
CCOc1ccccc1-n1c(SCC(N)=O)nnc1-c1ccccc1 | -0.71 | -0.48 | 5 | -7 | 1 | 0.9 | 7 | 13% | 2
O=C(Nc1ccc(C(=O)N2CCOCC2)cc1)c1cccs1 | -0.65 | 0.083 | 0 | -14 | 1.1 | 0.8 | 7 | 7% | -4
COC(=O)C1=C2SC(C)C(=O)N2C(N)=C(C#N)C1c1ccc(OC)c(OC)c1 (stereo not drawn) | -0.74 | 0.42 | 2 | -15 | 0.84 | 0.9 | 1 | 2% | 1
O=S(=O)(NCc1ccccc1Cl)c1cnc[nH]1 | 0.71 | -0.45 | 5 | -14 | 1.1 | 0.9 | 2 | 10% | -16
O=C(Cn1nc(Cc2cccnc2)c2ccccc2c1=O)NCc1ccc2c(c1)OCO2 | -0.069 | 0.0088 | 4 | 2 | 1.1 | 0.8 | 4 | 4% | -3
O=C(CSc1ncnc2c1oc1ccccc12)Nc1ccccc1F | 0.09 | 0.74 | 0 | 0 | 1.1 | 0.9 | 3 | 2% | -20
CCSc1ccc2nnc(-c3cccc(F)c3)n2n1 | -0.14 | -0.77 | -2 | 12 | 1.3 | 0.9 | 6 | 9% | -2
Cn1c(=O)cc(SCC(=O)Nc2ccc3c(c2)OCO3)c2ccccc21 | 1.4 | 0.009 | -3 | -8 | 1.1 | 0.9 | 8 | 2% | 3
COCC(=O)Nc1nnc(CCc2ccccc2)s1 | 0.2 | -0.0036 | 0 | -3 | 1.1 | 0.8 | 11 | 6% | -5
CCOC(=O)c1ccc(NC(=O)CCc2nc(-c3ccccc3Cl)no2)cc1 | nt | nt | -1 | 99* | 1 | 0.9 | 11 | 8% | 12
O=c1[nH]c2cccnc2n1Cc1ccco1 | 0.13 | 0.053 | 15 | -7 | 0.96 | 0.8 | 8 | 3% | 3
N#CC1=C(N)C2=C(N3CCCCC3)CCCC2C1(C#N)C#N (stereo not drawn) | -0.17 | -0.44 | 3 | -16 | 1.1 | 0.9 | 0 | 9% | -5
COCCCN(C(C)=O)c1nc(-c2ccccc2)cs1 | 0.3 | -0.43 | 79* | 16 | 0.99 | 0.8 | 8 | 3% | 35
CCN1C(=O)/C(=C2/SC(C)=C(C)N2CC)SC1=S | 3.2* | -1 | -1 | -10 | 1 | 0.8 | 7 | 4% | -22
CC(C)(C)c1cc(C(=O)N2CCN(c3ncccn3)CC2)ccn1 | 0.083 | 0.1 | -5 | -19 | 1.3 | 0.9 | 11 | 4% | -4
O=C1N(CCCCN2C(=O)C3(OCCO3)c3ccccc32)c2ccccc2C12OCCO2 | 3.1* | 0.68 | 4 | 15 | 0.99 | 0.8 | 2 | 7% | 3
COc1ccc(CCn2c(N)c(S(=O)(=O)c3cccs3)c3nc4ccccc4nc32)cc1OC | 3.4 | -0.058 | 0 | 30 | 1.5 | 1 | -2 | 21% | -3
O=C(Nc1ccc(N2CCN(c3ccc(O)cc3)CC2)cc1)Oc1ccccc1 | -0.0079 | 0.32 | 27 | 16 | 1.1 | 0.9 | 8 | 11% | 11
O=S(=O)(c1ccc(Oc2ccc(-c3nnco3)cc2)nc1)N1CCC(Cc2ccccc2)CC1 | 0.76 | 0.39 | -13 | -20 | 1 | 0.9 | 7 | 2% | -33

M1 agonist: entries above that show a hit.
SMILES	M1 agonist	M1 antag	SF-1 act	Fluor 339 460	TNAP act mid DEA	E coli RNAP	NADH enzymes
CCN1C(=O)/C(=C2/SC(C)=C(C)N2CC)SC1=S	3.2*	-1	-1	1	0.8	7	4%
O=C1N(CCCCN2C(=O)C3(OCCO3)c3ccccc32)c2ccccc2C12OCCO2	3.1*	0.68	4	0.99	0.8	2	7%

Other structures follow:
SMILES | M1 agonist | M1 antag | SF-1 act | tolC growth inh | Fluor 339 460 | TNAP act mid DEA | E coli RNAP | NADH enzymes | RORA act
CCCS(=O)(=O)N1CCC(C(=O)NCCCN2CCCC2=O)CC1 | -0.34 | 0.28 | -2 | -19 | 1.1 | 1 | -8 | 2% | -15
CS(=O)(=O)N1CCC(c2noc(-c3ccc(C(F)(F)F)cc3)n2)CC1 | -0.48 | -0.024 | 10 | -20 | 1.1 | 0.9 | 7 | 6% | 7
Nc1n[nH]c(-c2ccc(F)cc2)n1 | -0.081 | 0.25 | 5 | -21 | 1.1 | 1 | 7 | 3% | -8
CCOC(=O)COC(=O)c1ccc(O)cc1 | -0.006 | 0.27 | 2 | -5 | 1.1 | 1 | 6 | 4% | 14
O=C(CCCOc1ccc(Cl)cc1Cl)N1CCN(c2ccccn2)CC1 | 1.1 | -0.36 | 16 | 73* | 1.2 | 0.9 | 3 | 6% | 1
CCn1c(=O)c(C(=O)NCc2cccnc2)c(O)c2ccccc21 | -0.96 | 0.57 | -11 | 13 | 1.2 | 0.9 | 3 | 4% | -6
Cc1ccc(Nc2nc(N)nc(CN3CCN(C(=O)c4ccco4)CC3)n2)cc1Cl | 2 | 0.069 | 5 | 18 | 1.1 | 1 | 9 | 6% | -3
Cc1cc(C)nc(NC(=O)C(C)N2C(=O)c3ccccc3C2=O)n1 (stereo not drawn) | 0.23 | 0.18 | 19 | -5 | 1.1 | 1 | 6 | 4% | -2
CCOC(=O)c1cnc(SCC(=O)Nc2ccccc2N2CCOCC2)nc1N | -0.063 | -0.23 | -5 | -13 | 1.1 | 1 | 6 | 2% | -4
CCOc1ccc(-c2cc3nc(C4CCN(C(=O)OC(C)(C)C)CC4)c(C(=O)O)cn3n2)cc1 | -0.2 | -1.1 | 3 | 7 | 4.4* | 0.9 | 6 | 9%[fluoresces] | 13

7 entries picked at random from the list so far, as already listed:
SMILES | M1 agonist | M1 antag | SF-1 act | tolC growth inh | Fluor 339 460 | TNAP act mid DEA | E coli RNAP | NADH enzymes | RORA act
COCCCN(C(C)=O)c1nc(-c2ccccc2)cs1 | 0.3 | -0.43 | 79* | 16 | 0.99 | 0.8 | 8 | 3% | 35
CCN1C(=O)/C(=C2/SC(C)=C(C)N2CC)SC1=S | 3.2* | -1 | -1 | -10 | 1 | 0.8 | 7 | 4% | -22
CCc1ccc(N2CCCn3c2nc2c3c(=O)n(CCN3CCOCC3)c(=O)n2C)cc1 | 0.38 | -0.34 | 18 | -15 | 1.1 | 1 | 11 | 8% | -10
COc1ccccc1NC(=O)Nc1ccc(Br)cn1 | 0.86 | 0.12 | 20 | -7 | 1.1 | 1 | 7 | 1% | 13
CCN1CCN(c2ncc(C(=O)Nc3cc(Cl)ccc3OC)c3ccccc23)CC1 | -0.075 | -21* | -2 | 0 | 1.2 | 0.9 | 0 | 7% | 17
CCSc1ccc2nnc(-c3cccc(F)c3)n2n1 | -0.14 | -0.77 | -2 | 12 | 1.3 | 0.9 | 6 | 9% | -2
CCn1c(=O)c(C(=O)NCc2cccnc2)c(O)c2ccccc21 | -0.96 | 0.57 | -11 | 13 | 1.2 | 0.9 | 3 | 4% | -6

The listing continues.
SMILES | M1 agonist | M1 antag | SF-1 act | tolC growth inh | Fluor 339 460 | TNAP act mid DEA | E coli RNAP | NADH enzymes | RORA act
Cc1cc(C)cc(-c2nnc(SCC(=O)N3CCN(C(=O)c4ccco4)CC3)o2)c1 | 0.1 | 0.9 | -17 | 7 | 1.1 | 0.9 | 2 | 6% | 26
CC1(C)CC(=O)N(CC(=O)N2CCN(c3ncccn3)CC2)c2ccccc2S1(=O)=O | 0.046 | 0.32 | -18 | -10 | 1.2 | 0.9 | -8 | 1% | 4
CC(C)Nc1c(N)c(=O)oc2ccccc12 | 0.009 | -0.2 | -8 | 5 | 1.1 | 0.9 | -7 | 6% | 1
COC(=O)CN(c1ccc(F)cc1)S(=O)(=O)c1ccccc1 | 0.38 | 1.1 | 1 | 7 | 1.1 | 1 | 1 | 1% | -7
CCCN1c2cccc3cccc(c23)S1(=O)=O | 1.1 | 0.22 | -12 | 26 | 2.2* | 0.9 | 2 | 7%[fluoresces] | -11
COc1cccc(NC2c3ccccc3C(=O)N2Cc2ccco2)c1 (stereo not drawn) | 0.049 | 0.0047 | 11 | 4 | 1 | 0.9 | 4 | 1% | 23
COc1ccc(N2C(=O)CC(NCc3cccc(F)c3)C2=O)cc1 (stereo not drawn) | 0.055 | 0.19 | 9 | -12 | 1 | 0.9 | 11 | 11% | -4
COC(=O)c1cc(-c2c(C)nn(-c3ccccc3)c2C)n[nH]1 | 0.23 | -0.61 | 22 | 7 | 1.1 | 0.8 | -2 | 3% | 26
COC1=Cc2c(ccc3ccc(=O)oc23)OC1(C)C | 0 | -0.33 | 2 | 12 | 1.1 | 0.9 | 6 | 4% | 4
COc1ccc2c(c1)CCc1c(C(=O)Nc3cc(C)n(Cc4ccc(Cl)cc4)n3)noc1-2 | 0.015 | 0.98 | -4 | 8 | 3.7* | 0.9 | 0 | 8% | 6
Cn1c2ccccc2c2ncn(CCC3=CCCCC3)c(=O)c21 | 0.013 | 0.36 | 51* | 22 | 1.8 | 0.9 | -2 | 4% | 48
CCCC(=O)N(c1ccc2oc(=O)sc2c1)S(=O)(=O)c1ccccc1 | 0.19 | 0.008 | -11 | -5 | 1 | 0.8 | 5 | 2% | -6

Compound profiles (already shown):
`COc1ccc(N2C(=O)CC(NCc3cccc(F)c3)C2=O)cc1` (stereo not drawn) is listed as M1 agonist: 0.055; M1 antag: 0.19; SF-1 act: 9; tolC growth inh: -12; Fluor 339 460: 1; TNAP act mid DEA: 0.9; E coli RNAP: 11; NADH enzymes: 11%; RORA act: -4
`COC(=O)c1cc(-c2c(C)nn(-c3ccccc3)c2C)n[nH]1` is listed as M1 agonist: 0.23; M1 antag: -0.61; SF-1 act: 22; tolC growth inh: 7; Fluor 339 460: 1.1; TNAP act mid DEA: 0.8; E coli RNAP: -2; NADH enzymes: 3%; RORA act: 26

From PubChem BioAssay
